Screens from PubChem BioAssay.
GALK inh: galactokinase (human) inhibition; AID 1868; 0.007% of 270,000 active; P51570; Purified GALK, Kinase-Glo residual ATP luminescence; Potency, µM (series often up to 57.5 µM), for inactives: at the highest dose activity change, negative = inhibition, hits mostly inhibitors; note: potency is the fitted concentration of half-maximal effect; % is set by controls: 0 for no effect and ±100 for the full control effect
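Quantitative HTS: GALK 5 nM, ATP 35 uM, galactose 100 uM, 1 h room temperature, then luciferase-based ATP detection.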
KCNH2 3.1 inh: blocks the human KCNH2 3.1 channel isoform; U2OS KCNH2 3.1, thallium flux FluxOr; stronger effect = lower value; activity change, % (tested at about 1.8 µM); AID 720553; 0.95% of 340,000 active;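 active = maximum activity change below -70%; inconclusive = maximum activity change from -70% to -50%; inactive = maximum activity change above -50%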;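 note: thallium influx rate constant from kinetic fluorescence after stimulation buffer; % is set by controls: 0 for no effect and ±100 for the full control effect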
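Measured as rate of thallium-driven FluxOr signal in transduced U2OS cells carrying the 3.1 channel, read kinetically for 2 min upon stimulation; values are rate constants scaled to DMSO control wells.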
AT treatment: potential ataxia-telangiectasia treatments restoring KAP-1 phosphorylation | 0.19% of 320,000 active | AID 485349 | Potency, µM (highest dose often 57.5 µM), for the others: top-dose activation, usual class: activators | […] A-T fibroblasts, KAP-1 phosphorylation AlphaLISA; neocarzinostatin DNA damage 30 min before lysis; note: potency is the fitted concentration of half-maximal effect; % of control where 0% means no effect; nearly all actives have a fitted effect of over 45% in size
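hTERT-immortalized A-T patient fibroblasts ([…]), 500 cells/well in OPTI-MEM, 1% FBS, got compounds for 60 min, then NCS for 30 min at 37C. Lysates were then assayed for phospho-KAP-1 by AlphaLISA (anti-pKAP1 donor, anti-KAP1 acceptor beads), 6 hr at 25C.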
Coupling enz: inhibits coupling enzyme system, counter-screen for aldolase hits; activity change, negative = inhibition, % at 58.2 µM, hits read low; coupling enzyme system counterscreen, AmpLite Red fluorescence; AID 2472; 0.67% of 290,000 active; in the data active = activity change below about -30%; note: % is set by controls: 0 for no effect and ±100 for the full control effect
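Counterscreen lacking aldolase: glyceraldehyde-3-phosphate coupling-enzyme reagent preincubated 10 min at RT with compound (at 57.5 uM final), then substrate/coupling system with AmpLite Red added; fluorescence read at 525/598 nm after 20 min RT.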
a7 integrin act: activates integrin-mediated alleviation for muscular dystrophy; alpha7betagal myoblasts, beta-gal FDG fluorescence, 48 h; Potency, µM (doses to about 38.3 µM), for inactives: at the top dose activation, actives largely listed as activators; 0.064% of 350,000 active;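 note: potency is the fitted concentration of half-maximal effect; 100% = response of the positive control SU9516; nearly all actives have a fitted effect of over 60% in size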
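Alpha7betagal+/- myoblasts (passage 13) were plated 16-24 hr, then exposed to compounds (1:260 dilution of DMSO stock) for 48 hours at 37C. After MPER lysis, β-galactosidase reporter activity was read as FDG fluorescence (ex 480/em 540) after 30 minutes.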
CXXC DNA block: blocks binding of human MLL CXXC domain to DNA; MLL-CXXC / FITC-HOXA9 DNA fluorescence polarization; Q03164; Potency, µM (titrated, usually from 115 µM), for inactives: at the highest dose activity change, negative = inhibition, hits mostly inhibitors; 0.037% of 290,000 active; AID 2662; active = well fitted inhibition curve with a large enough effect in the polarisation, with a control signal flat, not every such curve was filed as active; inconclusive = small, poorly fitted or top-dose-only effect, or effect the other way, or a change in a side signal; inactive = no such curve, though single readings can be large or run the other way; the % refers to the polarisation; note: potency is the fitted concentration of half-maximal effect
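Steps: dispense CXXC domain solution (7 uM) → pin compounds or unlabeled HOX-A9 DNA control → 5 min ambient → add FLSN-HOX-A9 solution (50 nM) → spin → 30 min ambient → fluorescence polarization. Tris pH 7.5/NaCl/DTT/BSA buffer.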
MBNL1 CUG block: blocks human MBNL1 binding to CUG repeat RNA; AID 2675; Q9NR56; TR-FRET MBNL1-His/biotin-(CUG)12 binding, 665/545 ratio; Potency, µM (doses to about 57.5 µM), for inactives: at the top dose activity change, negative = inhibition, most hits filed as inhibitors; 0.036% of 280,000 active; active = well fitted inhibition curve with a large enough effect in the signal ratio, with a control signal flat, not every such curve was filed as active; inconclusive = small, poorly fitted or top-dose-only effect, or effect the other way, or a change in a side signal; inactive = no such curve, though single readings can be large or run the other way; the % refers to the signal ratio; note: potency is the fitted concentration of half-maximal effect; % is set by controls: 0 for no effect and ±100 for the full control effect
Target sequence (Q9NR56 whole entry, looked up): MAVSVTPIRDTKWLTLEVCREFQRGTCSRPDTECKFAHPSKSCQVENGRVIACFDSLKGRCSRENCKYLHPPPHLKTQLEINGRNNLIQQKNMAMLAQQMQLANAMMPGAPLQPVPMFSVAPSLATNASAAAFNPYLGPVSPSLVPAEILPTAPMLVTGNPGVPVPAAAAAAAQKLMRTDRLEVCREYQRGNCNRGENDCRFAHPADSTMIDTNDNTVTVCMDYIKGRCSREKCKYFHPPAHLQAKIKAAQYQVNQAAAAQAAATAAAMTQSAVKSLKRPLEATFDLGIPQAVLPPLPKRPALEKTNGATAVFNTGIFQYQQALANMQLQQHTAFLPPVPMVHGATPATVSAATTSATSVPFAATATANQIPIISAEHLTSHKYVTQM
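Compound titration spanned 92 nM–58 uM against the MBNL1-His/biotin-(CUG)12 complex. After 60 min at room temperature with 5 nM streptavidin-XL665 and 0.055 ng/ul terbium anti-His, ratiometric 665/545 nm emission (Ex 340 nm) normalized to controls.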
KCNH2 WT inh: KCNH2 (human, wildtype) channel inhibition; Q12809; U2OS, BacMam KCNH2, thallium flux FluxOr; stronger effect = lower value; activity change, % at 1.84 µM; 0.37% of 340,000 active; AID 720551;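 active = maximum activity change below -70%; inconclusive = maximum activity change between -70% and -50%; inactive = maximum activity change above -50%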; note: % is set by controls: 0 for no effect and ±100 for the full control effect
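U2OS cells were transduced with wild-type KCNH2 virus (2.03 x 10^8 / mL) for 4 h at room temperature, then cultured overnight at 37 C. Thallium flux was read with FluxOr dye. Rate constants were normalized to DMSO controls.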
S-ASM inh: inhibitors of human secretory acid sphingomyelinase. 0.006% of 340,000 active. Potency, µM (highest dose often 57.5 µM), without a hit: at the top dose activity change, negative = inhibition, hits mostly inhibitors. P17405. placental ASM, HMU-PC fluorogenic substrate, 60 min; note: potency is the fitted concentration of half-maximal effect
Target sequence (P17405 47-631 limits assumed): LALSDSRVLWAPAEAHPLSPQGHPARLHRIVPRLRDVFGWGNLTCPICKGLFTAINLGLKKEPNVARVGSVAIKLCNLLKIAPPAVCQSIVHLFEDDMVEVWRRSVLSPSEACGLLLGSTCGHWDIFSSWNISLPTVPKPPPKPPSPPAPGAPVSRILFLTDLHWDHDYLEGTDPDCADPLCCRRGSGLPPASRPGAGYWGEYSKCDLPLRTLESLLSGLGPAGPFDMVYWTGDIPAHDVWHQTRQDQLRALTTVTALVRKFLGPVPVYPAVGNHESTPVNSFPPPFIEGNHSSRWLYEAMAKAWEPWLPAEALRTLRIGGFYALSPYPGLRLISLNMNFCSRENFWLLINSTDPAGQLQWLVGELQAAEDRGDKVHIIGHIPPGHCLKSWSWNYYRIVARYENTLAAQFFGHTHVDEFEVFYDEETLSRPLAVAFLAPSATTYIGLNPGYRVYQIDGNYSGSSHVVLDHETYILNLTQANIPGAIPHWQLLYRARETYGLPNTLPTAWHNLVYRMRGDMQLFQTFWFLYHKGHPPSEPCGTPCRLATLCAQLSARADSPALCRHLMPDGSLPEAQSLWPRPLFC
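Fluorescence read-out (Ex 386 nm, Em 447 nm) after stopping the reaction at pH 10. Enzyme: ASM from human placenta; substrate HMU-PC0, 9 uM final; 60 min, 37 °C. Compound preincubation 10 min, ambient temperature.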
TRPV1 agonist: activates the human vanilloid receptor TRPV1 | Q8NER1 | TRPV1-expressing cells, Fluo-8 calcium influx, agonist mode | activation, % at 8.33 µM | 0.19% of 320,000 active; in the data active = activation above about 80%; inconclusive = between about 30% and that limit; note: 0% is about no effect
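Fluo-8 calcium influx in TRPV1-expressing cells, kinetic read (ex 480/em 520 nm). Compound added and read 3 min for agonist activity, followed by capsaicin at EC20 final and 2 min further read for enhancement.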
* hit, by the source's call; [ ] = dose if it differs, or a comment. Unless noted, calls come from the whole dose curve; as a rule, active = well fitted curve in the direction sought with a large enough effect; inconclusive = small, poorly fitted or top-dose-only effect, or another doubt; inactive = no such curve, though single readings can be large; an effect the other way counts as inactive or inconclusive.

The first 2 records (preview)
Screening COC(=O)c1ccsc1NC(=O)c1ccco1 returned GALK inh -4%, KCNH2 3.1 inh -7, AT treatment 4%, Coupling enz -1, a7 integrin act 34%, CXXC DNA block inconclusive, MBNL1 CUG block -2%, KCNH2 WT inh -8, S-ASM inh 3% and TRPV1 agonist 9.
Cc1cccc(NC(=O)CN2C(=O)NC(C)(c3ccc4ccccc4c3)C2=O)n1 (stereo not drawn) was read as KCNH2 3.1 inh -6, AT treatment -3%, a7 integrin act 12%, KCNH2 WT inh -1 and TRPV1 agonist 14.

All compounds of this part, repeating the preview:
Screening COC(=O)c1ccsc1NC(=O)c1ccco1 returned GALK inh -4%, KCNH2 3.1 inh -7, AT treatment 4%, Coupling enz -1, a7 integrin act 34%, CXXC DNA block inconclusive, MBNL1 CUG block -2%, KCNH2 WT inh -8, S-ASM inh 3% and TRPV1 agonist 9.
Cc1cccc(NC(=O)CN2C(=O)NC(C)(c3ccc4ccccc4c3)C2=O)n1 (stereo not drawn) was read as KCNH2 3.1 inh -6, AT treatment -3%, a7 integrin act 12%, KCNH2 WT inh -1 and TRPV1 agonist 14.
For CCc1ccc(CN(C)Cc2nc(Cc3ccccc3)no2)nc1 the results were GALK inh -3%, KCNH2 3.1 inh -1, AT treatment 0%, Coupling enz 0, a7 integrin act -15%, CXXC DNA block 37%[activator], MBNL1 CUG block 9%, KCNH2 WT inh 1, S-ASM inh 8% and TRPV1 agonist 27.
CCNc1ccc(S(N)(=O)=O)cc1[N+](=O)[O-] was read as GALK inh 2%, KCNH2 3.1 inh -28, AT treatment -3%, Coupling enz -1, a7 integrin act 12%, CXXC DNA block 0%, KCNH2 WT inh 14, S-ASM inh 0% and TRPV1 agonist -2.
For COc1ccc(C(C(=O)NC(C)(C)C)N(C(=O)CNC(=O)c2cccs2)c2ccc(C(C)C)cc2)cc1OC (stereo not drawn) the results were GALK inh -3%, KCNH2 3.1 inh -3, AT treatment -3%, Coupling enz -3, a7 integrin act 4%, CXXC DNA block -9%, MBNL1 CUG block 0%, KCNH2 WT inh -8, S-ASM inh -5% and TRPV1 agonist inconclusive.
CC(=O)n1cc([C@H]2C=C(C(=O)NCc3ccccc3)O[C@@H](OCCCCO)C2)c2ccccc21 was read as GALK inh -5%, KCNH2 3.1 inh -7, AT treatment -11%, Coupling enz -12, a7 integrin act 10%, CXXC DNA block 2%, MBNL1 CUG block 7%, KCNH2 WT inh 5, S-ASM inh 1% and TRPV1 agonist 5.
Screening NC(=O)COc1c(-c2ccccc2)oc2ccccc2c1=O returned GALK inh 3%, KCNH2 3.1 inh -3, AT treatment -4%, Coupling enz 1, a7 integrin act 4%, CXXC DNA block 2%, MBNL1 CUG block 8%, KCNH2 WT inh -6, S-ASM inh 2% and TRPV1 agonist -1.
For Cc1[nH]c2ccccc2c1C(=O)C(=O)NC1CC(=O)N(c2ccc(F)cc2)C1 (stereo not drawn) the results were KCNH2 3.1 inh 5, AT treatment -1%, a7 integrin act 1%, KCNH2 WT inh 5, S-ASM inh -2% and TRPV1 agonist 11.
`CCCC12CN3CC(C)(CN(C1)C31CCCCC1)C2=O` gave GALK inh 0%, KCNH2 3.1 inh -3, AT treatment -6%, Coupling enz 0, a7 integrin act -5%, CXXC DNA block -5%, MBNL1 CUG block -13%, KCNH2 WT inh -10, S-ASM inh 0% and TRPV1 agonist -3.
Screening CC(C)NS(=O)(=O)c1ccc(OCC(=O)Nc2cccc(F)c2)cc1 returned GALK inh 3%, KCNH2 3.1 inh 8, AT treatment 3%, Coupling enz 3, a7 integrin act -7%, CXXC DNA block 3%, MBNL1 CUG block -8%, KCNH2 WT inh 3, S-ASM inh -4% and TRPV1 agonist 4.
For CCS(=O)(=O)Nc1ccc(-c2ccc(NS(=O)(=O)CC)c(OC)c2)cc1OC the results were GALK inh 0%, KCNH2 3.1 inh 6, Coupling enz -2, a7 integrin act 9%, CXXC DNA block -14%, MBNL1 CUG block inconclusive, KCNH2 WT inh 2, S-ASM inh 9% and TRPV1 agonist 1.
CCCCNC(=O)C1CCN(S(=O)(=O)c2ccc3c(c2)CC(C)N3C(=O)C2CC2)CC1 (stereo not drawn) was read as KCNH2 3.1 inh 0, AT treatment -2%, Coupling enz -4, a7 integrin act -3%, CXXC DNA block 0%, MBNL1 CUG block 6%, KCNH2 WT inh 8, S-ASM inh 3% and TRPV1 agonist 0.
`CCCOc1ccc(OCCOCCNCc2ccccc2)cc1` gave GALK inh 3%, KCNH2 3.1 inh 16, AT treatment -7%, Coupling enz -2, a7 integrin act -46%[inhibitor], CXXC DNA block -2%, MBNL1 CUG block -10%, KCNH2 WT inh 12, S-ASM inh 0% and TRPV1 agonist 1.
`C=CCOC(=O)C1=C(C)NC(=O)NC1c1cc(Cl)cc(Cl)c1OC` (stereo not drawn) gave GALK inh 6%, KCNH2 3.1 inh -15, AT treatment 6%, Coupling enz 0, a7 integrin act -1%, CXXC DNA block 1%, MBNL1 CUG block -5%, KCNH2 WT inh -5, S-ASM inh 1% and TRPV1 agonist 6.
CCOC(=O)C1=C(C)N=C2SC(C(=O)OC)=CC(=O)N2C1c1ccc(OC)cc1 (stereo not drawn) was read as GALK inh -2%, KCNH2 3.1 inh -17, AT treatment -2%, Coupling enz 3, a7 integrin act 3%, CXXC DNA block -9%, MBNL1 CUG block 11%, KCNH2 WT inh -1, S-ASM inh -6% and TRPV1 agonist 8.
For COc1ccccc1NC(=O)N1CCN(c2ccc(F)cc2)CC1 the results were GALK inh 1%, KCNH2 3.1 inh 3, AT treatment -1%, Coupling enz 2, a7 integrin act inconclusive, CXXC DNA block 3%, MBNL1 CUG block inconclusive, KCNH2 WT inh -9, S-ASM inh -3% and TRPV1 agonist 23.
For Cc1nn(C(=O)c2c([N+](=O)[O-])cnn2C)c(C)c1Cl the results were GALK inh -1%, KCNH2 3.1 inh 3, AT treatment 5%, Coupling enz 1, a7 integrin act 0%, CXXC DNA block 17%, MBNL1 CUG block inconclusive, KCNH2 WT inh -4, S-ASM inh 4% and TRPV1 agonist -3.
`COc1cc2c(cc1OC)CN(C(=O)CCCN1C(=O)c3ccccc3C1=O)CC2` gave GALK inh -1%, KCNH2 3.1 inh 9, AT treatment -3%, Coupling enz -4, a7 integrin act 0%, CXXC DNA block -5%, MBNL1 CUG block 10%, KCNH2 WT inh -4, S-ASM inh 0% and TRPV1 agonist 0.
For COc1cc(/C=N/N=C2/NC(=O)C(Cc3ccccc3)S2)ccc1O (stereo not drawn) the results were GALK inh -3%, KCNH2 3.1 inh -14, AT treatment 5%, Coupling enz 5, a7 integrin act -44%[inhibitor], CXXC DNA block -3%, MBNL1 CUG block 1%, KCNH2 WT inh 1, S-ASM inh 147%[activator] and TRPV1 agonist -12.
Screening CCOc1ccc(-c2nc(-c3cccs3)c(CC(=O)O)s2)cc1OC returned GALK inh -1%, KCNH2 3.1 inh 2, AT treatment -1%, Coupling enz 15, a7 integrin act inconclusive, CXXC DNA block 15%, MBNL1 CUG block 73%[activator], KCNH2 WT inh 3, S-ASM inh 8% and TRPV1 agonist -1.
O=C(CNC(=O)c1ccccc1)NCC(=O)OCC(=O)c1ccccc1Cl was read as GALK inh 1%, KCNH2 3.1 inh 5, AT treatment -1%, Coupling enz 0, a7 integrin act 23%, CXXC DNA block 3%, MBNL1 CUG block -3%, KCNH2 WT inh 7, S-ASM inh -6% and TRPV1 agonist -2.
Screening Cc1cc(CNC(=O)CC2C(=O)NCCN2Cc2ccccc2C(F)(F)F)on1 (stereo not drawn) returned GALK inh 4%, KCNH2 3.1 inh 3, AT treatment -3%, Coupling enz -9, a7 integrin act 6%, CXXC DNA block 2%, MBNL1 CUG block 1%, KCNH2 WT inh 1, S-ASM inh 6% and TRPV1 agonist -4.
Screening COc1ccc(S(=O)(=O)N2CCC(C)CC2)cc1OC returned GALK inh 1%, KCNH2 3.1 inh 0, AT treatment -22%, Coupling enz 2, a7 integrin act 12%, CXXC DNA block 1%, MBNL1 CUG block -1%, KCNH2 WT inh -13, S-ASM inh 6% and TRPV1 agonist -1.
Screening Cc1ccccc1C(=O)c1cccn1CC(=O)NC1CCCC(C)C1C (stereo not drawn) returned GALK inh -10%, KCNH2 3.1 inh -7, AT treatment -7%, Coupling enz 0, a7 integrin act 0%, CXXC DNA block 10%, MBNL1 CUG block 0%, KCNH2 WT inh -20, S-ASM inh -5% and TRPV1 agonist inconclusive.
COC(=O)C1=C(C(=O)OC)[C@@H]2N(C)c3ccc(OC)cc3[C@@]23C[C@@H](C(=O)OC)N(C(=O)NCCBr)C3=N1 was read as KCNH2 3.1 inh -2, a7 integrin act -11%, KCNH2 WT inh -2 and S-ASM inh -3%.
